Screening data as filed in PubChem BioAssay.
MKP-3 inhibition – MKP-3 phosphatase inhibitors, primary screen, biochemical, rat enzyme, in vitro (AID 425). recombinant MKP-3 phosphatase activity, fluorescence; higher % means a stronger effect. one-dose inhibition, % at 20 µM; IC50 in µM for titrated hits. hit rate 0.17% among 110,000. Dual specificity protein phosphatase 6 (Rattus norvegicus); in the data active = inhibition above about 50%;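 also: plate controls were vehicle for no effect and reference inhibitor for full effect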
Hsp70 displacement – Hsp70 inhibitors, probe displacement, primary screen, biochemical, fluorescence polarization (AID 583) | Heat shock 70 kDa protein 1A (Homo sapiens) | Hsp70 fluorescence polarization probe displacement, mP; higher % means a stronger effect | displacement, % at 20 µM, or IC50 in µM where a hit was titrated | hit rate 0.06% among 140,000; in the data active = displacement above about 50%;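 also: plate controls were vehicle for no effect and reference ligand for full effect; a part of the inactive calls stands beside numbers as strong as those of hits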
* marks the source's active call; other numbers are inactive results; . = not tested or not shown; & = joins results of further samples. Only part of the results is shown (hit frequency here may not be typical).

Structure	Hsp70 displacement	MKP-3 inhibition
CC(C(=O)Nc1sc2c(c1C(=O)NCc1ccco1)CCCC2)N1C(=O)c2ccccc2C1=O (configuration not stated)	1.5%	.
CCOC(=O)C1C2C=CC3(CN(c4ccc(Cl)c(F)c4)C(=O)C13)O2 (configuration not stated)	1.5%	-14%
CCC(CC)C(=O)NCCc1cc2c(OC)ccc(OC)c2[nH]c1=O	-2.6%	8%
CCCCc1nc2sc3c(SCC(=O)NCc4ccco4)ncnc3c2c2c1CCC2	-8.6%	.
Cc1ccc2nc(N3CCN(Cc4ccc(F)cc4)C3=O)c(C)cc2c1	-2.5%	6%
Cc1ccccc1Nc1nc(N)nc(CSc2nnnn2-c2ccccc2)n1	-0.9%	8%
CC(C)CN1C(=O)/C(=C/c2ccc(Cl)cc2Cl)SC1=S	-2.6%	3%
O=C(/C=C/c1ccc(Cl)cc1)Nc1ccc(NC(=O)c2ccco2)cc1	3.1%	-2%
CCOC(=O)c1cnc(=O)[nH]c1C	1.5%	-7%
COC(=O)c1[nH]c2ccccc2c1NC(=O)CN1CCN(C(=O)c2ccco2)CC1	-0.8%	-2%
O=C(CCCOc1ccccc1)Nc1ccc(S(=O)(=O)Nc2nccs2)cc1	3.2%	0%
CC1=C/C(=N\N=C2\NC(=O)C(CC(=O)Nc3ccc(Cl)cc3)S2)CC(C)(C)C1 (configuration not stated)	6.2%	3%
CCOc1ccc(/C(=N\O)C(C)NO)cc1 (configuration not stated)	-4.1%	-21%
CN(C)C1=C(C#N)C(C2CCCCC2=O)c2c(c3ccccc3n2C)N1c1ccc([N+](=O)[O-])cc1 (configuration not stated)	-5.1%	3%
CCNC(=O)Cn1cc(C#N)c2ccccc21	3.3%	.
C=CCOC(=O)C1=C(C)NC(C)=C(C(=O)OCC=C)C1c1ccc(N(C)C)cc1	-3.5%	5%
C=CCn1c(Cc2c[nH]c3ccccc23)nnc1SCC(=O)NCc1ccccc1	1.3%	.
CCOc1ccc(NS(=O)(=O)c2ccc3[nH]cc(C(=O)NCC4CCCO4)c(=O)c3c2)cc1 (configuration not stated)	4.0%	5%
CC(=O)c1c(C)[nH]c(C(=O)N2c3ccccc3CC2C)c1C (configuration not stated)	5.0%	-7%
CC(C(=O)N1CCCCC1)N1C(=O)c2ccccc2C1=O (configuration not stated)	6.7%	-2%
N#Cc1nc(-c2cccc(Cl)c2)oc1NCc1cccnc1	67%	.
CCOC(=O)c1ccc(P(=O)(C(C)(C)C)C(C)(C)C)cc1	4.1%	1%
COc1ccc(NC(=O)CCNS(=O)(=O)c2ccc3c(c2)c(=O)n(C)c(=O)n3C)cc1	5.7%	-7%
Cc1cc(Cl)ccc1OCC(O)CNC(C)C (configuration not stated)	1.5%	3%
CCOC(=O)c1ccc(CSc2nnc(C)n2N)o1	-0.8%	.
Cc1nc2c(cnn2-c2ccccc2Cl)c(=O)n1-c1ccc(C(C)C)cc1	-3.7%	.
Brc1ccc(-c2noc(CCc3ccccc3)n2)cc1	0.4%	.
CC1Cc2ccccc2N1C(=O)c1cnsn1 (configuration not stated)	0.2%	-6%
O=C(CN1CCC(n2nnc3cc(C(F)(F)F)ccc32)CC1)NCc1cccs1	-4.1%	-7%
CCOc1ccc(Nc2cc(C)nc3nc(C)nn23)cc1	-3.5%	3%
N/C(=N\OC(=O)c1ccc(Cl)c([N+](=O)[O-])c1)c1ccncc1	-0.6%	2%
COc1ccc(CCNC(=O)C2CCN(S(=O)(=O)c3cc(OC)ccc3OC)CC2)cc1	-2.6%	-8%
O=c1oc(-c2cccs2)nc2ccc(Br)cc12	1.5%	.
CC(C)Oc1c(Cl)cc(CNC(C)(C)CO)cc1Cl	-4.8%	-6%
O=C(NC1CCCCCC1)C1CCN(C(=O)Cc2ccccc2)CC1	1.6%	-5%
Cc1cc(=O)[nH]c(Nc2nc3ccccc3o2)n1	0.9%	-3%
Cc1nn(C)c(C)c1S(=O)(=O)N1CCCC(C(=O)NCC2COc3ccccc3O2)C1 (configuration not stated)	8.8%	-8%
Cc1ccc(S(=O)(=O)Nc2ccc3nc(C)sc3c2)cc1	-3.7%	.
CCOC(=O)c1cc(NC(=O)N2CCCc3ccccc32)c(C)nc1C	3.2%	-1%
CCC1(C)Cc2c(C#N)c(N)n(N)c(=S)c2CO1 (configuration not stated)	1.1%	-2%
O=C(CSc1nc2ccccc2o1)Nc1ccc(/C=C/c2ccccc2)cc1	1.7%	3%
COCCCn1c2nc3ccccc3nc2c2c(=O)n(Cc3cccs3)cnc21	1.1%	.
CCOC(=O)c1ccc(NC(=O)C(=O)NCCOC)cc1	-3.1%	4%
CCc1cccc(NC(=O)c2ccc(NS(=O)(=O)c3c(C)noc3C)cc2)c1	0.0%	-4%
O=c1ccc([N+](=O)[O-])ccc1Nc1ccccn1	-4.4%	-5%
C=CCNC(=O)CCCCCNS(=O)(=O)c1ccc(OC)cc1	-1.4%	4%
N#CCSc1nnc2sc3ccccc3n12	2.5%	-2%
Cc1cccnc1NCC(O)COc1ccccc1 (configuration not stated)	.	0%
CCOC(=O)C1C(=O)NC(N2CCCCC2)=NC1c1ccco1 (configuration not stated)	-0.8%	11%
Cc1nnc(SCc2ccc(F)cc2Cl)s1	2.8%	.
COc1cc(OC)cc(C(=O)Nn2c(C)nc3ccccc3c2=O)c1	-3.3%	-10%
COC(=O)C1=C(C)N(C)C(=O)/C1=C\c1ccccc1Cl	-0.2%	0%
N#CC1=C(Nc2ccc(Br)cc2)CCC1	-2.0%	-15%
O=C(OCC(=O)N1c2ccccc2Sc2ccccc21)C1CC(=O)N(Cc2ccco2)C1 (configuration not stated)	-3.3%	4%
COCCCn1c2nc3ccccc3nc2c2c(=O)n(-c3ccccc3OC)cnc21	-1.4%	5%
C/C(=N\N=C(/N)SC1CC(=O)N(c2cccc(Cl)c2)C1=O)c1ccc(F)cc1 (configuration not stated)	-1.8%	3%

A second format for some results above.
CCOC(=O)C1C(=O)NC(N2CCCCC2)=NC1c1ccco1 (configuration not stated)
  Hsp70 displacement = -0.8%
  MKP-3 inhibition = 11%
Cc1nnc(SCc2ccc(F)cc2Cl)s1
  Hsp70 displacement = 2.8%
  MKP-3 inhibition = .
COc1cc(OC)cc(C(=O)Nn2c(C)nc3ccccc3c2=O)c1
  Hsp70 displacement = -3.3%
  MKP-3 inhibition = -10%
COC(=O)C1=C(C)N(C)C(=O)/C1=C\c1ccccc1Cl
  Hsp70 displacement = -0.2%
  MKP-3 inhibition = 0%

The list goes on:
Structure	Hsp70 displacement	MKP-3 inhibition
CCN(CC)S(=O)(=O)c1ccc(NC(=O)c2ccccc2N(C)S(C)(=O)=O)cc1	-0.6%	.
Cc1ccc(NC(=O)c2ccc(S(=O)(=O)N3CCCCC3)cc2)c(C(=O)c2ccccc2)c1	3.9%	2%
CCNc1nc(NCC)nc(OCCNS(=O)(=O)c2cc(C)ccc2C)n1	-0.9%	-12%
COc1cccc(Oc2cn[nH]c2-c2ccc(O)cc2O)c1	11%	-9%
CCCCn1c(SCC(=O)N2CC(=O)Nc3ccccc32)nnc1-c1ccoc1C	-1.7%	-4%
O=C(COc1ccccc1)Nc1nn[nH]n1	7.4%&0.7%	-6%&-1%
Cc1nc2c(C)cccc2c2c1CC(C(C)(Cl)Br)O2 (configuration not stated)	1.8%	-2%
C=C1CSc2nc(=O)c3c4c(sc3n21)CCCC4	7.5%&-2.7%	2%&2%
CCOC(=O)c1c(C)[nH]c(C(=O)COC(=O)c2ccccc2NC(=O)c2ccco2)c1C	-3.2%	-11%
COc1cccc(-c2nc(S(=O)(=O)c3ccccc3)c(N3CCOCC3)o2)c1	3.5%	1%
O=C1N=c2ccccc2=C1c1sc(=S)n(NC(=O)c2ccccc2Br)c1O	4.0%	2%
CCOC(=O)C1CCN(C(=O)C2CCN(S(=O)(=O)c3c(C)noc3C)CC2)CC1	.	-3%
CC1(C)Nc2ccc(O)cc2-c2c1ssc2=S	15%	2%
O=C1CC(c2ccccc2)CC(O)=C1C=NCCCN1CCOCC1 (configuration not stated)	-4.8%	-7%
O=C(N/N=C\c1cn(-c2ccccc2)nc1-c1ccccc1)c1ccc(Br)cc1	-4.2%	0%
Cc1ccc(/C=C2\SC(=S)N(Nc3ccccc3)C2=O)o1	-8.9%	4%

Given with two lines to a compound: two of the compounds above
Values run as follows: Hsp70 displacement | MKP-3 inhibition
- CC(C)CN1C(=O)/C(=C/c2ccc(Cl)cc2Cl)SC1=S
→ -2.6% | 3%
- O=C(/C=C/c1ccc(Cl)cc1)Nc1ccc(NC(=O)c2ccco2)cc1
→ 3.1% | -2%

Later entries
Structure	Hsp70 displacement	MKP-3 inhibition
COc1cc2c(cc1OC)-c1nnc(-c3cccs3)n1C1(CCCC1)C2	-1.7%	.
O=C(OCc1nc2ccccc2s1)[C@@H]1CCCN1S(=O)(=O)c1ccccc1F	-1.0%	.
O=C(c1cccc(Br)c1)N1CCCCC1	-5.6%	0%
CC(=O)Nc1ccc(S(=O)(=O)Nc2nc3n(n2)C(c2ccccc2)CC(=O)N3)cc1 (configuration not stated)	9.9%	-5%
CCC(=O)Nc1nc2n(n1)C(c1ccc(OC)cc1)C=C(c1ccccc1)N2 (configuration not stated)	2.7%	.
Cc1c(S(=O)(=O)Nc2ccc3c(c2)OCCO3)c(=O)n(C)c(=O)n1C	.	7%
O=C(Cn1cnc2c(cnn2-c2ccc(F)cc2)c1=O)OCc1ccccc1	0.1%	2%
CC(C)c1ccc(/C=C2/SC(=S)N(c3cccc(Cl)c3)C2=O)cc1	-4.0%	1%
O=C(C1CCC1)N(CCc1ccccc1)Cc1nc2ccccc2c(=O)[nH]1	5.0%	1%
CN(C1CCCCC1)S(=O)(=O)c1ccc(S(=O)(=O)N2CCCC2)cc1	0.8%	1%
CCOCC(=O)NCc1ccc2c(c1)cc(C)n2C	.	11%
c1ccc(Cn2nnnc2C(c2cccs2)N2CCCCCC2)cc1 (configuration not stated)	-1.3%	-13%
Cc1ccccc1-n1c(Cn2c(=O)sc3ccccc32)nnc1SCC(=O)Nc1nccs1	2.3%	1%
CN1C(=O)CC(NNC(=O)c2ccc(Cl)cc2)C1=O (configuration not stated)	-4.0%	.
CCOC(=O)C1CCCN(c2c(NCCCN3CCCC(C)C3)c(=O)c2=O)C1 (configuration not stated)	8.0%	1%
CCOC(=O)N1CCN(C(=O)Nc2ccc3nc(-c4ccccc4)c(-c4ccccc4)nc3c2)CC1	-4.8%	8%
CC(C)Oc1ccc(C2NC(=O)NC2=O)cc1 (configuration not stated)	1.8%	-5%
CC(NC(=O)/C(C#N)=C/c1ccc(N(C)C)cc1)c1ccccc1 (configuration not stated)	-7.7%	1%
CC1=C(C(=O)OC(C)C)C(C)C(C(=O)OC(C)C)=C(C)N1	-2.0%	-7%
CN(C(=O)CN1CCC(NC(=O)C2CCCCC2)CC1)C1CCCCC1	1.0%	-13%
Cc1ccsc1C(=O)OCc1nc2ccccc2c(=O)[nH]1	0.4%	.
COc1ccccc1NC(=O)CN1CCC(n2c(C)nc3cc(F)ccc32)CC1	2.2%	-10%
O=C(Nc1ccc(I)cc1Cl)c1cccs1	1.8%	5%
COc1ccc(CC(=O)Nc2sc3c(c2C#N)CCCC3)cc1	-0.5%	1%
COC(=O)CCC(=O)Nc1cccc(Cl)c1	5.2%	-8%
CC(=O)NC12CC3CC(C1)CC(C(=O)OCC(=O)Nc1ncc(Cl)c(C)c1Cl)(C3)C2	9.7%	-6%
O=C(NC1CC1)c1ccc(C2SCC(=O)N2Cc2ccccc2)cc1 (configuration not stated)	-0.6%	2%
CS(=O)(=O)N(CC(=O)Nc1cccc(C(F)(F)F)c1)c1cccc(Cl)c1	-161%	0%
Cc1cc(C)c(C#N)c(SCC2COc3ccccc3O2)n1 (configuration not stated)	2.0%	-7%
CC(=O)c1c(C)nc2nonc2c1N	-4.8%	13%
Cc1cccnc1N1C(=O)C2C3c4ccccc4C(C)(c4ccccc43)C2C1=O (configuration not stated)	0.1%	3%
COc1cccc(N(CC(=O)Nc2cccc(Br)c2)S(=O)(=O)c2ccccc2)c1	5.1%	0%
COC(=O)C1=C(C(=O)OC)SC(=C2C(=S)C(C)(C)N(C(=O)Cc3ccccc3)c3c(OC)cccc32)S1	0.7%	2%
CC(=O)c1c(C)nc(-c2ccccc2)nc1NC(=O)C(C)C	3.1%&-2.2%	3%
N/C(=N\OC(=O)COc1ccc(Br)cc1)c1ccc(Cl)cc1	-3.4%	1%
CCn1c(-c2ccc(N(C)C)cc2)nc2ccccc21	-1.3%	-8%
O=C(Nc1ccccc1)C1CCCCC1	-0.5%	.
CCCCn1nnnc1NCc1cc(OC)c(OC)c(OC)c1	-1.0%	-7%
C(=NC1=NN(c2ccccc2)CC1)N1CCCCC1	4.4%	1%
O=C(C1CC1)N1CCc2cc(S(=O)(=O)NC3CCN(Cc4ccccc4)CC3)ccc21	5.0%	-1%
O=S(=O)(Nc1nc2ccccc2[nH]1)c1ccc2ccccc2c1	4.9%	.
Cc1cc(C(=O)CSCCCn2c(=O)[nH]c3ccccc32)c(C)n1C	-1.5%	-2%
